# Assay outcomes as filed in PubChem.
# RXFP1 antag: blocks the human relaxin receptor RXFP1; Q9HBX9; HEK293-RXFP1, relaxin-stimulated cAMP HTRF, 30 min; stronger effect = lower value; activity change, negative = inhibition, % at 57.5 µM; 350,000 tested, 0.59% active;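 active = activity change of -60% or lower, but not beyond a set lower limit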; note: % is set by controls: 0 for no effect and ±100 for the full control effect
# D2 ag: D2 dopamine receptor (human) agonism; P14416; HEK293 T-REx D2 cells, calcium flux agonist mode; activation, % at 2 µM; 340,000 tested, 0.53% active; AID 485358;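 active = activation over 3 SD above normal in the single-dose calcium agonist read, cut at about 30% in these data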; note: 0% is about no effect
# Target sequence (P14416 whole entry, looked up): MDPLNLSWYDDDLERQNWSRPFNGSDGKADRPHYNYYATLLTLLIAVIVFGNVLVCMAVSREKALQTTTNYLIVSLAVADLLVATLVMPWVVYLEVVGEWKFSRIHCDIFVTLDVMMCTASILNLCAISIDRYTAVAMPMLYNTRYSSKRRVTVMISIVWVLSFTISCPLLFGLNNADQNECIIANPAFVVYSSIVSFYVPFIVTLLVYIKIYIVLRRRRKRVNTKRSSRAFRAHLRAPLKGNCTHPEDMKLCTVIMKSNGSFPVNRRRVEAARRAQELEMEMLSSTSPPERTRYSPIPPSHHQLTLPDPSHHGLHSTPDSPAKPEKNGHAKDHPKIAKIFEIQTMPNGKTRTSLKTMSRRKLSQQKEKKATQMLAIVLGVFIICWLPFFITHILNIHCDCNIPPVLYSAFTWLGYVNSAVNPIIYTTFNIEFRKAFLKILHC
#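 Calcium-flux readout, 1 cycle/sec over 180 s following compound pin transfer, in inducible HEK293 Trex D2 cells (force-coupled); dopamine controls included. Positive calcium responses during this window marked compounds as potential agonists.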
# TRHR PAM: allosteric enhancers of human TRH receptor | TRHR cells, fluo-8 calcium fluorescence, EC20 TRH enhancement | enhancement, % at 2 µM | 360,000 tested, 0.66% active; in the data active = enhancement above about 30%; note: 0% is about no effect
#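 Enhancer read-out: after compound pinning and an initial kinetic agonist-mode read, an EC20 of TRH (10 nM final) was injected and fluo-8 calcium signal (Ex 480/Em 530) followed at 1 s/cycle for 100 cycles in TRHR-expressing cells.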
# D1 antag: blocks dopamine activation of the human D1 receptor. P21728. HEK293 TREx D1 cells, calcium flux, dopamine EC80; stronger effect = lower value. activity change, negative = inhibition, % at 10 µM. 360,000 tested, 3.2% active; in the data active = activity change below about -30%; note: % is set by controls: 0 for no effect and ±100 for the full control effect
# Target sequence (P21728 whole entry, looked up): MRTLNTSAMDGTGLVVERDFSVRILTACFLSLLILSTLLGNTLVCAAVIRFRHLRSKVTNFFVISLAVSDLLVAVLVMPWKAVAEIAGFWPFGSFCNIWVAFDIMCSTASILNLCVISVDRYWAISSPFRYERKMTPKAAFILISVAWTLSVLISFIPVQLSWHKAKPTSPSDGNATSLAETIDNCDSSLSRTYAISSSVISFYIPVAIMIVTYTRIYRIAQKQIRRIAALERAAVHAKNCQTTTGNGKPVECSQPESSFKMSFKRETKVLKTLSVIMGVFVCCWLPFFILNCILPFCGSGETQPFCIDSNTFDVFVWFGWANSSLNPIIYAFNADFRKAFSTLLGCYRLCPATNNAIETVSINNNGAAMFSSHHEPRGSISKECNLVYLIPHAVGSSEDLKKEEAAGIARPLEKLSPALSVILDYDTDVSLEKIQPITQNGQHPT
#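 Calcium flux readout: force-coupled, inducible Hek293 Trex D1 line, cells induced overnight at 30 C with tetracycline, dye-loaded 30–90 min at RT. Antagonism scored against EC80 dopamine challenge given 180 s after compound.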
# D2 antag: antagonists of human D2 dopamine receptor | P14416 | HEK293 TREx D2 cells, calcium flux, dopamine EC80 | inhibition, % at 10 µM | 340,000 tested, 2% active | AID 485344; in the data active = inhibition above about 30%; note: 0% is about no effect
#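 Tetracycline-induced HEK293 T-REx cells expressing D2 force-coupled to calcium signalling were dye-loaded, exposed to compound for 180 s, then challenged with an EC80 of dopamine; calcium flux was followed kinetically for a further 180 s.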
# D1 ag: activates the human D1 dopamine receptor; P21728; HEK293 T-REx D1 cells, calcium flux, agonist mode; activation, % at 2 µM; 360,000 tested, 1% active; AID 504660; note: 0% is about no effect
#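 Agonism was scored from calcium flux recorded over 180 s (1 read/s) after pintool compound addition, following a 10-cycle baseline. Cells were inducible force-coupled HEK293 TREx D1, plated overnight at 30 C and loaded with no-wash calcium dye.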
# TRHR agonist: activates the human TRH receptor; P34981; TRHR cells, calcium flux fluo-8, FDSS agonist mode; activation, % at 2 µM; 360,000 tested, 0.18% active; note: 0% is about no effect
#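 In this calcium-flux screen, cells bearing human TRHR are dye-loaded with fluo-8, baselined for 10 cycles, then exposed to library compounds; positive kinetic calcium responses during the agonist phase mark hits, with TRH as control.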
# D2 PAM: positive allosteric modulators of human D2 dopamine receptor; P14416; HEK293 T-REx D2, calcium flux, EC20 dopamine potentiation; potentiation, % at 10 µM; 340,000 tested, 0.34% active;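 active = potentiation over 3 SD above the plate norm, cut at about 30% in these data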; note: 0% is about no effect
#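 Potentiation of an EC20 dopamine calcium response is measured in a force-coupled, tetracycline-inducible Hek293 Trex D2 line. Compound-only kinetic reads over 180 s flag agonists before dopamine addition.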
# D1 PAM: enhances dopamine response at the human D1 receptor; 360,000 tested, 0.036% active; HEK293 TREx D1 cells, calcium flux, dopamine EC20 potentiation; P21728; potentiation, % at 10 µM; AID 504651; in the data active = potentiation above about 30%; note: 0% is about no effect
# Numbers without * were called inactive; . = not tested or not shown. Cut-off read from the data, not from the text of the source, unless noted: active = activation above about 30%; inactive = the rest. An unsorted share of the library; any-hit rate near 7.1%.
# Screens in order – RXFP1 antag	D2 ag	TRHR PAM	D1 antag	D2 antag	D1 ag	TRHR agonist	D2 PAM	D1 PAM
CCOc1ccc(NC(=O)CCCCCN2C(=O)[C@@H]3Cc4ccccc4CN3C2=O)cc1
 : 9	-0.5	0	10	4	0	1.7	1	4
Cc1ccc(C(C(=O)NCc2ccco2)N(CCc2ccccc2)C(=O)Cn2nnc3ccccc32)o1 (configuration not stated)
 : -1	0.3	-10	-9	-9	6	0.2	-1	2
Cc1cc(NCc2ccccc2)nc2ccccc12
 : -13	.	-7	-66*	.	34*	9.3	.	-22
CC1CCCC(C)N1C(=O)COc1ccc(F)cc1 (configuration not stated)
 : 19	0.4	7	3	-8	0	0.1	-3	3
COc1cc(NC(=O)c2cccc(C)c2)c(OC)cc1NC(=O)CN1CCOCC1
 : 13	-2.6	1	26	24	2	-0.6	12	-2
COc1ccc(CN(Cc2cc3cccc(C)c3[nH]c2=O)C(=O)N(C)C)cc1
 : 6	.	-7	1	.	0	1.0	.	-8
CSCC[C@H](NC(=O)NCc1cccs1)C(=O)O
 : -6	-1.3	3	4	-6	0	-0.3	-9	2
CC(C)C(c1nnnn1C1CCCCC1)N1CCN(c2ncccn2)CC1 (configuration not stated)
 : -8	0.3	-2	0	-7	2	0.2	2	3
CCS(=O)(=O)N1Cc2ccccc2CC1C(=O)Nc1nc2ccc(F)cc2s1 (configuration not stated)
 : -7	0.5	9	0	-16	1	0.3	-8	3
CC(=O)Nc1ccc2c(c1)nc(CCNC(=O)c1ccccc1)n2C
 : 2	-0.4	42*	1	-2	-1	-0.5	11	2
COc1cccc(C(=O)Nc2cc3c(cc2C(C)=O)OCCO3)c1
 : -6	0.0	8	-11	3	3	-0.2	-5	4
Cc1cc(C)cc(N2C(=O)C3NN=C(C(=O)OCc4ccccc4)C3C2=O)c1 (configuration not stated)
 : 5	-1.2	3	12	-3	14	-1.0	-5	2
COc1ccc(-n2nc([N+](=O)[O-])c(=NCCc3ccc(Cl)cc3)n2O)cc1
 : -2	0.1	0	-5	-1	0	-0.4	15	-1
C[C@H](NC(=O)[C@H](Cc1ccccc1)n1c(=O)[nH]c2ccccc2c1=O)C(=O)N1CCC(C(=O)O)CC1
 : .	0.0	3	3	15	1	-0.6	16	0
Cc1nn(C)c(C)c1NC(=O)CCl
 : -6	-0.9	5	8	-3	2	-1.2	4	-5
COc1ccc(N2CCN(C(=O)CSc3nnc4c(C)cc5c(C)cc(C)cc5n34)CC2)cc1
 : 7	-1.7	-2	5	-3	4	-1.2	0	2
Cc1ccc2[nH]c3c(=O)n(CCc4cnc[nH]4)cnc3c2c1
 : -20	-0.2	-3	8	4	-1	0.3	11	-5
O=C(COc1ccc(Cl)cc1Cl)Nc1ccc(Cl)cn1
 : 0	0.6	-2	-5	-4	7	0.2	-11	-7
CCOC(=O)c1c(NC(=O)COC(=O)CCOc2ccccc2C)sc(C(=O)NC)c1C
 : -19	-0.2	5	10	-12	11	-0.2	6	-13
O=C(Cn1nnc(-c2ccccc2NC(=O)c2ccccc2)n1)Nc1ccc2c(c1)OCCO2
 : -5	0.3	10	0	0	0	0.1	24	6
CSc1ccccc1NC(=O)c1cc2c(=O)n3ccccc3nc2s1
 : -14	0.3	-1	10	3	1	-0.5	1	-2
O=C1OC(Nc2ccc(F)c([N+](=O)[O-])c2)c2ccccc21 (configuration not stated)
 : 1	.	0	16	.	4	0.3	.	-4
CCOC(=O)N1CCN(C(=O)c2ccc(N(Cc3ccccc3Cl)S(C)(=O)=O)cc2)CC1
 : -6	-2.7	-2	-4	-9	4	-0.9	-6	-3
CC(=O)N1CCN(S(=O)(=O)c2cccc(C(=O)Nc3ccc(OC(F)F)cc3)c2)CC1
 : -6	0.9	2	-8	-13	5	0.4	2	.
O=S(=O)(c1ccc(Cl)cc1)N1CCN(S(=O)(=O)N2CCCCCC2)CC1
 : -13	-2.3	2	-7	-21	3	-3.7	5	-1
O=C(NCc1ccco1)c1ccc2c(c1)N(Cc1ccccc1F)C(=O)c1ccccc1S2=O (configuration not stated)
 : .	1.1	2	0	.	1	0.6	6	-5
CCOC(=O)CSc1nc2cc(OC)c(OC)cc2c2nc(-c3ccccc3)nn12
 : .	0.7	3	11	.	0	0.6	0	5
CC(=O)N1CCCc2cc(S(=O)(=O)NCc3ccc(N(C)C)cc3)ccc21
 : -17	0.3	0	1	.	7	0.4	6	-6
Oc1[nH]c2ccccc2c1C=NCC1CCCO1 (configuration not stated)
 : 5	0.6	-4	1	-10	1	-0.1	-7	0
CCOC(=O)C1CCCN(C(=O)CN(c2ccc(OC)cc2)S(=O)(=O)c2c(C)noc2C)C1 (configuration not stated)
 : .	-1.9	14	7	2	1	-0.7	0	-1

# Further results:
# Screens in order – RXFP1 antag	D2 ag	TRHR PAM	D1 antag	D2 antag	D1 ag	TRHR agonist	D2 PAM	D1 PAM
CCOC(=O)N1CCN(C(=O)c2cc3c(s2)-c2c(C)cccc2OC3)CC1
 : -6	-1.0	-2	9	-2	2	-0.3	-2	-7
O=c1ccc(=O)n2n1CC(O)C2
 : 6	-0.2	-5	-3	-9	4	0.2	8	-4
CCCOc1ccc(N2C(=O)CC(N3CCC(c4nc5ccccc5o4)CC3)C2=O)cc1 (configuration not stated)
 : .	-0.1	0	.	-4	-2	-0.9	1	-3
Cc1ccc(CSc2nc3ccc(NC(=O)COc4ccc(F)cc4)cc3s2)cc1
 : .	0.7	3	4	.	0	0.2	16	-1
O=C(NC1CCCCC1)NC1CC2CCC(C1)N2C(=O)NCc1ccccc1 (configuration not stated)
 : .	-1.1	3	6	7	3	-0.6	5	-6
COc1ccc(C2C(C(=O)c3ccco3)=C(O)C(=O)N2CCN2CCOCC2)cc1 (configuration not stated)
 : -16	1.0	11	-1	2	2	0.7	-5	-3
Cc1cc([N+](=O)[O-])cc2c1NC(=O)C2(O)N1CCOCC1 (configuration not stated)
 : 5	0.6	6	-6	-8	1	0.3	3	4
COc1ccc(C2(C(N)=O)CCCCC2)cc1OC
 : 2	-1.6	-6	-2	17	4	-0.2	15	0
CN(C)S(=O)(=O)c1ccc(C(=O)N(c2ccccn2)c2ccccn2)cc1
 : 0	0.5	1	-15	25	0	0.1	5	-7
COc1ccc(/C=N/NC(=O)c2ccc[nH]2)cc1
 : 0	.	-1	10	.	2	0.3	.	-5
O=C(Nc1cc(Cl)cc(Cl)c1)Nc1cnccn1
 : -4	0.3	-5	-12	-12	12	-0.3	12	-6
Cc1ccc([N+](=O)[O-])cc1S(=O)(=O)Nc1ccc(C(=O)N2CCN(C(=O)c3ccco3)CC2)cc1
 : 0	-2.5	5	-9	-6	1	0.1	12	6
COc1ccccc1Cn1c(/C=C/c2ccccc2)nc2ccccc21
 : .	-1.2	2	-31*	0	10	1.3	-9	-5
Cc1onc(-c2ccccc2Cl)c1C(=O)OCN1C(=O)c2ccccc2C1=O
 : 4	-0.3	-7	-13	9	5	0.3	5	3
CC(=O)c1ccc(NC(=O)C2(c3ccccc3)CC2(Cl)Cl)cc1 (configuration not stated)
 : -17	2.8	2	5	-8	38*	5.6	12	0
Cc1ccc(NC(=O)CN(C)C(=O)c2cc(C)on2)cc1
 : -5	0.0	5	24	-4	2	0.1	16	0
Cc1oc(-c2cc(Cl)cc(Cl)c2)cc1C(=O)NCCc1ccccc1
 : -3	-0.4	-4	44	11	15	0.6	-6	-8
O=C(CCCc1cccs1)Nc1nccs1
 : 12	1.2	0	-3	8	2	-0.2	-7	-3
COc1ccc(Cl)cc1N1C(=O)CN(Cc2cc(OC)c(OC)c(OC)c2)C1=S
 : 0	.	-8	-6	.	8	-1.0	.	-13
COc1cc(N=CC2=C(O)c3ccccc3C2=O)cc(OC)c1
 : 19	-1.4	12	-1	17	0	-0.7	0	7
O=C(COC(=O)c1ccccc1Oc1ccccc1)NC1CCS(=O)(=O)C1 (configuration not stated)
 : 3	-0.2	5	4	5	2	-0.5	6	-5
O=[N+]([O-])c1ccccc1NC(=S)N/N=C/c1ccc(O)c(O)c1
 : 18	0.9	0	4	-1	-1	-0.6	17	4
Cc1cccc(-c2noc(CN(C)C(=O)COc3ccccc3)n2)c1
 : -10	2.6	30	11	-9	7	-0.3	3	3
CCc1c(C)c2ccc(O)c(CN3CCN(c4ccc(F)cc4)CC3)c2oc1=O
 : -3	1.1	4	8	.	-1	0.5	1	0
Cc1cc(C)cc(C(=O)N2CC(C)OC(C)C2)c1 (configuration not stated)
 : -5	-1.8	6	3	13	3	0.9	-4	5
CCn1c(=O)n(CC)c2cc(NC(=O)c3ccccc3Cl)ccc21
 : 10	-1.0	-2	8	-8	2	-0.1	-4	-4
Cc1c(Br)c(C(F)(F)F)nn1CC(=O)N1CCCC1
 : -35	0.0	2	-24	11	1	-0.1	1	-4
CCN1CCS/C1=C/C=C/C1=[N+](CC)CCS1
 : 6	1.6	0	22	1	3	1.0	7	-6
Nc1nc(NC(=O)c2ccco2)nn1-c1ccccc1
 : -6	0.7	-6	-6	9	1	-0.5	5	3
CN(Cc1nc(Cc2ccccc2F)no1)Cc1cccc2ncccc12
 : -18	0.4	1	-40*	-5	13	0.0	0	-6

# Arranged by SMILES length (rising): four of the compounds above.
# Screens in order – RXFP1 antag	D2 ag	TRHR PAM	D1 antag	D2 antag	D1 ag	TRHR agonist	D2 PAM	D1 PAM
O=C(Nc1cc(Cl)cc(Cl)c1)Nc1cnccn1
 : -4	0.3	-5	-12	-12	12	-0.3	12	-6
Nc1nc(NC(=O)c2ccco2)nn1-c1ccccc1
 : -6	0.7	-6	-6	9	1	-0.5	5	3
Cc1ccc(NC(=O)CN(C)C(=O)c2cc(C)on2)cc1
 : -5	0.0	5	24	-4	2	0.1	16	0
CN(Cc1nc(Cc2ccccc2F)no1)Cc1cccc2ncccc12
 : -18	0.4	1	-40*	-5	13	0.0	0	-6

# The results go on:
# Screens in order – RXFP1 antag	D2 ag	TRHR PAM	D1 antag	D2 antag	D1 ag	TRHR agonist	D2 PAM	D1 PAM
FC(F)(F)c1ccc(CN2C[C@@H]3C(c4ccc(C(F)(F)F)cc4)C4(c5cccnc5)CC3(C4)[C@H]2c2ccccc2)cc1 (some centres not stated)
 : .	0.4	1	24	-15	5	0.3	6	-2
COCCNC(=O)CSc1nc(-c2ccc(C)cc2)nc2c1c(=O)n(C)c(=O)n2C
 : -3	-0.5	3	9	.	0	0.9	6	1
Cc1ccc([N+](=O)[O-])cc1NC(=S)NCCc1ccccc1
 : 2	1.7	-5	-36*	11	23	-0.1	-16	-4
O=C(Nc1ccsc1C(=O)NC1CCCCC1)c1ccccc1
 : -10	-1.3	-4	6	31*	3	0.3	2	-1
O=C(COc1ccc(Cl)cc1Cl)Nc1ccc(S(=O)(=O)NC2=NCCCCC2)cc1
 : 3	-0.6	7	5	2	8	-1.0	0	-2
CC1=CCn2c(=O)c3ccccc3c(=O)n2C1
 : -5	1.1	1	7	12	2	0.4	-5	0

# Compound profiles, as listed above:
# Record of Cc1cc(C)cc(C(=O)N2CC(C)OC(C)C2)c1 (configuration not stated) : RXFP1 antag: -5; D2 ag: -1.8; TRHR PAM: 6; D1 antag: 3; D2 antag: 13; D1 ag: 3; TRHR agonist: 0.9; D2 PAM: -4; D1 PAM: 5
# Record of O=C(CCCc1cccs1)Nc1nccs1 : RXFP1 antag: 12; D2 ag: 1.2; TRHR PAM: 0; D1 antag: -3; D2 antag: 8; D1 ag: 2; TRHR agonist: -0.2; D2 PAM: -7; D1 PAM: -3
